# Assay outcomes deposited in PubChem by several laboratories.
# MC4R antag cAMP = antagonists of human melanocortin 4 receptor (MC4R). P32245. MC4R-expressing cells, MTII-stimulated cAMP, LANCE TR-FRET. inhibition, % at 6.5 µM. actives 0.48% (n = 360,000);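 active = inhibition above its plate's cutoff, the mean of tested wells on that plate plus 3 SD, cut at about 29% in these data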;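 also: 0% = Melanotan II alone and 100% = Melanotan II plus saturating MCL0020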
#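 system = U2OS cells with stable human MC4R expression | also added = Melanotan II challenge after compound preincubation | dosing = one concentration, 6.5 µM nominal | incubation = compound 30 min, challenge 1 h, detection 1 h | measured by = TR-FRET with Eu-cAMP and labeled anti-cAMP, 671 nm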
# MC4R barr agon = human MC4R agonism via beta-arrestin; actives 0.98% (n = 360,000); U2OS MC4R beta-arrestin complementation, luminescence; percent of melanotan II response, DMSO zero; P32245; activation, % at 8.9 µM;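 active = activation above a per-plate cutoff, the mean activation of sample wells on that plate plus 3 SD, cut at about 8% in these data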
# NCOA2 inhibitor = human SRC2 (NCOA2) inhibition | HEK293 GAL4-SRC2 luciferase reporter, luminescence | actives 0.17% (n = 370,000) | inhibition, % at 9 µM;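 active = inhibition above the mean inhibition of all tested compounds plus 3 SD, set per campaign, cut at about 52% in these data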;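 also: 0% = DMSO treated cells and 100% = cells given Gossypol at 36 µM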
# HTR2A ag = activates the mouse 5-HT2A serotonin receptor. AID 624169. activation, % at 7.6 µM. actives 0.66% (n = 360,000). P35363. CHO-K1 mHTR2A beta-arrestin complementation, luminescence; percent of 30 µM serotonin response;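 active = activation above a run cutoff, the mean activation of all tested compounds plus 3 SD, cut at about 14% in these data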;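 also: 0% = plate median of compound wells and 100% = 30 µM serotonin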
# NOD2-RIPK2 inh = inhibitors of human NOD2-RIPK2 interaction; CHO BLA complementation NOD2-RIPK2, CCF4 ratio; inhibition, % at 4.98 µM; actives 0.38% (n = 360,000); AID 624267; in the data active = inhibition above about 21%;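 also: 0% = vehicle only and 100% = reference blocker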
# N-glyco inh = N-linked glycosylation inhibition | reporter increase, % at 12.5 µM | D54 ERlucT glycosylation luciferase reporter, 24 h; percent of 100 nM tunicamycin response | actives 0.23% (n = 360,000);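 active = mean luciferase reporter signal, scaled so untreated is 0 and the glycosylation-blocking control 100, at or above a set limit in every replicate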;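 also: luciferase carries N-glycosylation sites so blocking glycosylation raises the light; 0% = median of neutral control wells and 100% = median of 100 nM tunicamycin wells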
# Cardio protect = modulators protecting cardiomyocytes from myocardial damage. H9c2 cardiomyocytes, H2O2 injury protection, ATPLite, 2 h. actives 0.63% (n = 360,000). protection from H2O2 cell death, % at 20 µM;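 active = compounds giving at least 50% protection of heart cells from peroxide-induced death in the single-dose screen, raw or plate-pattern-corrected value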;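 also: 0% = DMSO wells with peroxide and 100% = DMSO wells without peroxide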
# TLR9-MyD88 inh = blocks human TLR9 binding to MyD88 | AID 504734 | inhibition, % at 4.98 µM | Q9NR96+Q99836 | CHO BLA complementation TLR9-MyD88, CCF4 FRET ratio | actives 0.21% (n = 340,000);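 active = inhibition above the mean over all tested compounds plus 3 SD, cut at about 21% in these data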;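 also: 0% = DMSO only wells and 100% = clavulanate BLA inhibitor control wells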
# ABHD5 PLIN5 PPI = inhibitors of human ABHD5-perilipin-5 interaction. Q00G26+Q8WTS1. Split G. princeps luciferase complementation, luminescence, 4 h. inhibition, % at 4 µM. actives 0.78% (n = 360,000);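 active = inhibition above the mean inhibition across every tested compound plus 3 SD, cut at about 22% in these data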;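 also: 0% = DMSO only wells and the 100% control is not disclosed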
# Target sequence (Q00G26 whole entry, looked up): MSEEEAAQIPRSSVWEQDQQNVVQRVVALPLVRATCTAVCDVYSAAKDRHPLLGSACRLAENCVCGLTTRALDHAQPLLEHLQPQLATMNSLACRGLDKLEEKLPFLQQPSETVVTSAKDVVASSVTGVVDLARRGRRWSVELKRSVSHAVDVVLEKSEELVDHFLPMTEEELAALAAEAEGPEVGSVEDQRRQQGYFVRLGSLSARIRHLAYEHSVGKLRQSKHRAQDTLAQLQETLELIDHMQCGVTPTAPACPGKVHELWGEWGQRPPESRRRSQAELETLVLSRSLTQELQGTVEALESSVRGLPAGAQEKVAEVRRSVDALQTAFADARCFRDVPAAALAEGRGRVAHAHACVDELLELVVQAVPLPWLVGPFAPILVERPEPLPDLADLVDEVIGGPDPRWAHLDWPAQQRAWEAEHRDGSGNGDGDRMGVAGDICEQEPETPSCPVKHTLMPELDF
# Target sequence (Q8WTS1 whole entry, looked up): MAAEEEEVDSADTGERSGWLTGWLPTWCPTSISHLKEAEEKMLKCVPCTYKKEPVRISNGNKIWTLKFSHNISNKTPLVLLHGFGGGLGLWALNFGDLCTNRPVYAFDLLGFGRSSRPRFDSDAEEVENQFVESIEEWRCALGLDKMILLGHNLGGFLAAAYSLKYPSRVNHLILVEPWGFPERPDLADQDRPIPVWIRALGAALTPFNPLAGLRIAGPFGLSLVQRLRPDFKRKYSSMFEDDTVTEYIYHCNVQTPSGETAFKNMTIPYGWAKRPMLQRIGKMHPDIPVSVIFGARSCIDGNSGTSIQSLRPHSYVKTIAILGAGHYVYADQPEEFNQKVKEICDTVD
# ABCB6 inh 2 = blocks the human ABCB6 transporter; K562-ABCB6 porphyrin accumulation, flow cytometry, 1 h; hits give low values; AID 602162; actives 0.19% (n = 360,000); fluorescence ratio to DMSO, % at 10 µM;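 active = fluorescence ratio to DMSO below 75%, the collection mean minus 3 SD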;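 also: signal is porphyrin accumulated inside mitochondria; 100% equals median channel fluorescence of DMSO control wells; lower ratio means ABCB6 inhibition with less porphyrin fluorescence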
# * marks the source's active call; other numbers are inactive results; / = no result given. The list is partial (hit frequency here may not be typical).
SMILES,MC4R antag cAMP,MC4R barr agon,NCOA2 inhibitor,HTR2A ag,NOD2-RIPK2 inh,N-glyco inh,Cardio protect,TLR9-MyD88 inh,ABHD5 PLIN5 PPI,ABCB6 inh 2
CCn1c(N2CCN(CC(=O)c3c[nH]c4ccccc34)CC2)nc2c1c(=O)[nH]c(=O)n2C,12,-1.8,-13,-4,-4,2,27,5,0,89
Cn1c(=O)[nH]c(=O)c2c1nc1n2CCS1,6,0.0,0,-1,-10,1,12,8,-5,100
O=C(NCc1nc2ccccc2[nH]1)C1=C[C@H](C2CCCCC2)C[C@H](OCc2ccc(CO)cc2)O1,19,2.0,25,-2,-1,-2,-20,-11,-3,93
CC(C)(C)C1CCc2c(sc(NC(=O)c3cccs3)c2C(=O)N2CCCCC2)C1 (configuration not stated),9,-0.4,2,-4,-4,0,-9,3,4,100
CC(=O)c1cccc(NC(=O)NCc2cccnc2)c1,8,-1.0,/,-2,-3,1,10,-7,-3,97
Oc1cccc2cc(-c3ccncc3)cnc12,-3,-1.9,-28,-14,2,-2,-13,/,7,96
COc1ccccc1NC(=S)NCc1ccc(Cl)cc1,8,0.0,8,2,0,0,13,5,0,100
OC(C#CCN1CCCCC1)(c1ccccc1)c1ccccc1,9,-0.9,-18,-9,-1,1,-5,-7,1,98
CCc1nc2ccc(C(=O)N(CC)CCN(C)C)cn2c1N(C)Cc1ccc(OC)cc1,15,-0.7,-10,-6,4,-1,4,/,-2,94
Cc1cccc(C)c1NC(=O)CN(C)C(=O)c1ccc(OCc2ccccc2)cc1,2,0.6,-26,-3,-18,3,-3,4,8,99
Cn1c(CCC(=O)Nc2ccccc2F)nnc1SCC(=O)Nc1ccccc1Cl,13,-1.8,-4,-4,-3,2,-3,-1,-3,97
CC(CNC(=O)CCC(=O)N1CCOc2ccccc21)c1ccccc1 (configuration not stated),-2,1.8,6,0,2,2,8,6,0,103
CC(=O)Nc1cc2c(cc1[N+](=O)[O-])-c1ccc(F)cc1C2,-2,-0.3,-30,7,-9,1,-6,-13,7,95
O=C(NN1CCOCC1)c1cc(Cl)ccc1Cl,-3,-3.5,6,0,-13,0,0,-1,3,100
CCOc1ccc(C(C)=O)cc1COC(=O)c1ccccc1C(=O)N(C)Cc1ccccc1,0,-2.6,-13,1,-3,-4,9,2,4,102
CC(C)(C)[C@@H]1C=C(C(=O)N2CCN(Cc3ccccc3)CC2)O[C@H](OCCCCO)C1,-2,-0.4,13,-2,4,2,-1,0,-2,94
C=CCSc1nnc2c(n1)OC(c1cccnc1)Nc1ccccc1-2 (configuration not stated),0,-1.6,-15,2,-6,2,7,-7,-1,97
CCc1ccc(-c2csc(NC(=O)C3=COCCO3)n2)cc1,10,0.9,-32,-1,-4,1,-18,-2,-6,98
COCCCNC(=O)c1cccc(S(=O)(=O)N2CC3(C)CC2CC(C)(C)C3)c1 (configuration not stated),-7,-2.7,-21,5,1,0,5,4,-6,101
O=C(c1cccc(F)c1)N1CCC(N2CCCCCC2)CC1,13,1.2,-3,-1,-4,0,12,-6,1,95
O=C(O)C(C(O)c1ccc([N+](=O)[O-])cc1)[n+]1ccccc1 (configuration not stated),7,0.0,-17,5,-3,3,-2,0,-5,101
CCCc1ccc(OCc2nc(-c3ccc(NC(=O)c4ccco4)cc3)no2)cc1,6,5.1,-14,-1,-7,0,-24,0,-3,93
COc1cc(/C=N/NC(=O)c2ccc(CSc3nncn3C)cc2)cc(OC)c1O,-7,-0.6,-30,2,5,1,4,-1,-3,103
CC(=O)Nc1ccc(-c2cc(-c3ccc(NC(C)=O)cc3)nc(-c3ccccc3)n2)cc1,12,1.3,-12,-2,3,-2,-6,-3,-2,100

# 6 neighbouring compounds from above, for reference:
SMILES,MC4R antag cAMP,MC4R barr agon,NCOA2 inhibitor,HTR2A ag,NOD2-RIPK2 inh,N-glyco inh,Cardio protect,TLR9-MyD88 inh,ABHD5 PLIN5 PPI,ABCB6 inh 2
COCCCNC(=O)c1cccc(S(=O)(=O)N2CC3(C)CC2CC(C)(C)C3)c1 (configuration not stated),-7,-2.7,-21,5,1,0,5,4,-6,101
O=C(c1cccc(F)c1)N1CCC(N2CCCCCC2)CC1,13,1.2,-3,-1,-4,0,12,-6,1,95
O=C(O)C(C(O)c1ccc([N+](=O)[O-])cc1)[n+]1ccccc1 (configuration not stated),7,0.0,-17,5,-3,3,-2,0,-5,101
CCCc1ccc(OCc2nc(-c3ccc(NC(=O)c4ccco4)cc3)no2)cc1,6,5.1,-14,-1,-7,0,-24,0,-3,93
COc1cc(/C=N/NC(=O)c2ccc(CSc3nncn3C)cc2)cc(OC)c1O,-7,-0.6,-30,2,5,1,4,-1,-3,103
CC(=O)Nc1ccc(-c2cc(-c3ccc(NC(C)=O)cc3)nc(-c3ccccc3)n2)cc1,12,1.3,-12,-2,3,-2,-6,-3,-2,100

# Remaining list, next part:
SMILES,MC4R antag cAMP,MC4R barr agon,NCOA2 inhibitor,HTR2A ag,NOD2-RIPK2 inh,N-glyco inh,Cardio protect,TLR9-MyD88 inh,ABHD5 PLIN5 PPI,ABCB6 inh 2
COC(=O)C[C@H]1C[C@@H]2c3cc(NC(=O)Nc4ccccc4)ccc3O[C@@H]2[C@@H](CO)O1,-1,0.7,-10,2,6,2,14,-1,4,101
CCOC(CNC(=O)CCc1c(C)nc2ncnn2c1C)OCC,12,0.7,-41,-2,3,1,3,-15,5,96
Cc1cc(OCC(=O)Nc2ccncc2)c(C)cc1Br,6,1.1,11,3,6,-2,-21,-3,7,96
CCCCn1c(-c2ccc(F)c(F)c2)nc2cc3[nH]c(=O)c(C(C)C)nc3cc21,4,2.5,19,-8,3,0,-1,2,-20,103
O=C(N/N=C/c1cccc(Oc2ccc([N+](=O)[O-])cc2[N+](=O)[O-])c1)c1cncc(Br)c1,7,-2.1,14,-2,-3,2,-1,-1,4,90
Cn1c(SCC(=O)N2CCCC2)nc2ccccc2c1=O,4,0.0,-25,-6,-2,-2,0,0,-2,103
O=C(NCCCN1CCOCC1)c1ccccc1N1C(=O)[C@@H]2Cc3c([nH]c4ccccc34)C(c3cccc(Cl)c3)N2C1=O (some centres not stated),5,-2.0,5,-3,4,-1,40,5,11,99
COc1ccc(CC(=O)N2CCC(Nc3nc4ccccc4n3Cc3ccc(F)cc3)CC2)cc1,9,-0.8,11,-5,10,-2,1,3,8,92
Cc1ccc(NC(=O)CSCc2cc(=O)n3cc(C)sc3n2)c(C)c1,1,-2.0,2,-3,-6,2,2,-2,6,97
COc1ccc(-c2nc(Cc3ccc(Cl)cc3)no2)cc1OC,-3,2.3,-22,-6,5,0,-12,-5,4,100
CCN(CC)Cc1c[nH]c2c(C(=O)OC)cccc12,1,-0.2,-33,2,-7,-1,10,-2,9,100
COc1ccc(OC)c(C2=NOC(C(=O)NCCN3CCOCC3)C2)c1 (configuration not stated),-1,-1.8,0,1,3,1,4,-6,-1,91

# Ordered by value in MC4R antag cAMP (largest number first): three of the compounds above
SMILES	MC4R antag cAMP	MC4R barr agon	NCOA2 inhibitor	HTR2A ag	NOD2-RIPK2 inh	N-glyco inh	TLR9-MyD88 inh	ABHD5 PLIN5 PPI	ABCB6 inh 2
O=C(NCCCN1CCOCC1)c1ccccc1N1C(=O)[C@@H]2Cc3c([nH]c4ccccc34)C(c3cccc(Cl)c3)N2C1=O (some centres not stated)	5	-2.0	5	-3	4	-1	5	11	99
CCCCn1c(-c2ccc(F)c(F)c2)nc2cc3[nH]c(=O)c(C(C)C)nc3cc21	4	2.5	19	-8	3	0	2	-20	103
COC(=O)C[C@H]1C[C@@H]2c3cc(NC(=O)Nc4ccccc4)ccc3O[C@@H]2[C@@H](CO)O1	-1	0.7	-10	2	6	2	-1	4	101

# Next section
SMILES,MC4R antag cAMP,MC4R barr agon,NCOA2 inhibitor,HTR2A ag,NOD2-RIPK2 inh,N-glyco inh,Cardio protect,TLR9-MyD88 inh,ABHD5 PLIN5 PPI,ABCB6 inh 2
O/N=C(/CCc1ccccc1)c1ccc2c(c1)OCCO2,-4,0.7,-25,-5,2,2,-6,3,-3,103
COc1cccc(COc2nc3c(c(=O)n(C)c(=O)n3C)n2C)c1,12,-1.6,9,0,-4,0,7,-5,1,89
CC1(C)CC(=O)C(c2c[nH]c3ccccc23)C(=O)C1,6,-4.0,-5,2,1,4,11,-5,-4,98
N#CCC(=O)Nc1ccccc1C(=O)O,10,1.5,-18,-2,2,2,1,8,-3,86
C#CCOCCOCCOCCNc1nc(N2CCN(C(=O)[C@H]([C@@H](C)CC)n3cc([C@@H](N)CO)nn3)CC2)nc(N2CCN(C(=O)[C@H](CCCCN)n3cc([C@@H](N)CO)nn3)CC2)n1,5,-2.1,2,12,-10,3,8,1,0,110
O=C1N(Cc2ccccc2F)c2ccccc2C12OCCCO2,9,-1.9,0,3,-16,-2,5,8,-3,100
ClC1(Cl)CC1CSc1ncn[nH]1 (configuration not stated),1,-2.8,9,-2,0,0,-2,-2,-1,95
CCCCCN1N=C(C)CC1=O,4,-3.0,-15,0,-15,2,17,14,-32,98
Nc1ccc(Sc2ccccc2Cl)nc1,1,-0.7,-38,8,-5,-1,6,5,-7,98
CC(OC1=CC(=O)CCC1)C(=O)c1ccccc1 (configuration not stated),5,0.3,-16,1,-12,0,2,1,17,97
CCN(CC)CCCNCC(=O)Nc1ccc2c(c1)CCC2,-5,-2.5,-5,3,-4,0,6,-5,0,91
CC(C)SC1=NC(C)(C)C=C(/C=C/c2ccc(Cl)cc2Cl)N1,4,-1.3,19,2,-6,1,-30,-3,39*,109
CN(Cc1ccccc1)C(=O)COC(=O)c1cc(S(=O)(=O)N(C)C)ccc1N1CCCC1,19,-4.5,-31,-5,0,-2,-2,-10,-2,106
O=C(Nc1ccccc1Cl)c1c(F)c(F)c(F)c(F)c1F,37*,2.4,-4,1,5,0,1,4,-1,94
CCCCN1C[C@H](O)[C@@H](O)[C@H](O)[C@H]1CO,-5,-1.1,-2,6,0,-3,13,-6,1,97
CCOC(=O)/C(C#N)=C1/SC(CC)C(=O)N1c1ccc(C)cc1 (configuration not stated),-4,-0.6,13,0,-9,1,4,1,-3,91
O=C(Nc1ccccc1)/C(=C/c1cccnc1)NC(=O)c1ccco1,9,0.2,-4,0,15,0,3,6,0,100
COc1ccc(CNC(=O)O[C@@H]2C[C@H]3C(=O)N(c4ccccc4)C(=O)[C@H]3[C@@]3(CN(S(=O)(=O)c4ccc(C)cc4)C[C@H]3C)[C@@H]2O)cc1OC,6,-0.7,0,-6,-9,-1,-1,-2,1,99
COc1ccc(CNc2nc3nc(C)cc(C)n3n2)cc1OC,-25,1.8,-19,0,-6,1,2,-2,-2,96
